High-throughput results as filed in PubChem BioAssay.
Insulin prom up: MIN6 insulin promoter up-regulation. MIN6 insulin promoter-GFP reporter, high-content imaging; stronger effect = higher value. z-score at 5 µM. actives 0.3% (n = 190,000);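 active = z-score above 3 at 5 µM with at least 500 cells counted in the well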
WT yeast gro inh: growth inhibition of WT yeast, mitochondrial fusion screen. mitochondrial fusion phenotypic screen, WT strain. inhibition, % at 10 µM. actives 2.1% (n = 190,000). AID 1362; in the data active = inhibition above about 58%; tested in S. cerevisiae
MT stabilize HCS: microtubule stabilizers in HeLa cells | HeLa tubulin immunostaining HCS, 24 h; share of cells brighter than vehicle mean+2SD | % tubulin-high responders, % at 10 µM | actives 0.83% (n = 200,000);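 active = plate Z-score above 3 for both tubulin-high and condensed-nucleus cell shares, with cell loss under 80%, at 10 µM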;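 also: anti alpha tubulin signal scored within the nucleus-defined area of each cell; some results filed as inactive read as strong as hits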
bCat nuc transl: beta-catenin nuclear translocation modulation | HeLa beta-catenin nuclear translocation, immunofluorescence imaging | nuclear translocation activity, % at 5 µM | actives 0.3% (n = 190,000) | AID 1665;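 active = nuclear translocation activity above 50% at 5 µM, with a well cell count of 50 or more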;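 also: per-cell ratio of nuclear to cytoplasmic median beta-catenin stain intensity; plate controls were DMSO negative control for no effect and GSK-3 inhibitor IX positive control for full effect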
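Test system: human HeLa cell line; Doses: 5 µM primary, 0.02–20 µM confirmation; Incubation: 24 h compound exposure, 37°C; Detection: beta-catenin immunofluorescence imaging with DAPI; Read-out: beta-catenin nuclear/cytoplasmic ratio, % activation.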
Yfh1-depleted yeast: mitochondrial function rescue without frataxin homolog – Friedreich's ataxia, plus single-dose screen, dose response (AID 1465). S. cerevisiae Yfh1-off respiration, WST-1 reduction, 72 h; higher fold induction means a stronger effect. fold induction at 50 µM, or EC50 in µM where a hit was titrated. actives 0.074% (n = 220,000);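 active = fold induction of absorbance versus untreated yeast above a set limit, then at least 30% activation at any dose in follow-up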;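 also: activators that raise dye reduction in frataxin-depleted yeast; strong numbers were not always called active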
Dynein cargo inh: dynein cargo transport inhibition | actives 0.47% (n = 220,000) | z-score, hits read low | AID 1381 | 3617.4 mouse cells, GR-EGFP nuclear translocation imaging; test concentration mostly 20 µM; stimulated with dexamethasone, 1 µM; stronger effect = lower value;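 active = plate z-score of nuclear minus cytoplasmic receptor signal below a set negative limit, without overly bright fluorescence or cell loss, cut at about -3.5 in these data, passing the limit was not always enough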;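 also: z-score of nuclear minus cytoplasmic ring GR-EGFP intensity difference per well; some compounds called inactive have numbers as strong as hits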
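Buffer or medium: tet-free, stripped-serum medium; Also added: dexamethasone, 1.0 µM final; Technique: high-content fluorescence imaging after fixation; Times: 48 h induction, 1 h compound, 30 min dex at 37 °C; Read-out: per-cell GR-EGFP intensity, nucleus versus surrounding cytoplasmic ring, well-averaged.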
HEK293 NOD2/NF-kB: inhibition of NOD2-driven NF-kB reporter – cell-based, luminescence, uHTS, HEK293 (AID 1566); HEK293 NOD2/NF-kB luciferase reporter, luminescence; higher % means a stronger effect; inhibition, % at 4 µM; hits with a dose series show EC50 in µM; actives 0.63% (n = 290,000); in the data active = inhibition above about 50%; also: many of its hits are not listed in these tables
Hep lipid drop: hepatic lipid droplet formation modulation | actives 0.4% (n = 240,000) | AML12 mouse hepatocytes, oleate lipid droplets, BODIPY imaging | AID 1656 | inhibition, % at 6.5 µM;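 active = lipid droplet intensity inhibited by at least 50%, with more than 500 cells counted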
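Material: mouse AML12 hepatocyte cell line, fixed after treatment; Timing: compound with oleate, overnight; Technique: high-content imaging of BODIPY-stained droplets and DAPI nuclei; Probe or stimulus: oleate, 100 µM final; Dosing: compound at 6.5 µM only.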
Autophagy mod: modulators of autophagy | MEF GFP-LC3 puncta imaging; test concentration mostly 10 µM | calls only at 10 µM (by protocol) | actives 0.98% (n = 190,000) | AID 463193;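 active = percentage of spot-positive cells more than 3 SD above its plate mean, without a fluorescence outlier flag or 80% toxicity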;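 also: spot-positive cell cutoff set from DMSO-treated cells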
WT yeast gro inh mutant strain: second read-out of WT yeast gro inh, no call of its own (marks repeat the call); inhibition, %; mitochondrial fusion phenotypic screen, mutant strain inhibition
Dynein cargo inh cytoplasmic EGFP: also measured in Dynein cargo inh; calls as there; z-score; measured here: cytoplasmic GR-EGFP intensity; stronger effect = higher value
Dynein cargo inh nuclear GR-EGFP: recorded beside Dynein cargo inh, whose call it bears; z-score; measured here: nuclear GR-EGFP intensity;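 lower value marks the stronger effect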
Dynein cargo inh cell count: second read-out of Dynein cargo inh, no call of its own (marks repeat the call); z-score; measured here: cell count per field
Insulin prom up cell count: also measured in Insulin prom up; calls as there; cell count; measured here: cytotoxicity, nuclei count;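 total cells summed across four imaged fields per well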
Hep lipid drop cells 6.5 µM: also measured in Hep lipid drop; calls as there; cell count; measured here: cell count, cytotoxicity flag;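 cells counted across two imaged fields per well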
bCat nuc transl cell count 5 µM: also measured in bCat nuc transl; calls as there; cell count; measured here: cell count, cytotoxicity flag
MT stabilize HCS Hoechst-high %: also measured in MT stabilize HCS; calls as there; % Hoechst-high responders; measured here: nuclear condensation Hoechst responders;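 share of cells brighter than vehicle mean plus two SD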
MT stabilize HCS cytotoxicity %: also measured in MT stabilize HCS; calls as there; toxicity, %; measured here: cytotoxicity by cell density;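 0% = mean cell density of plate MIN control wells and 100% = no cells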
Autophagy mod cell loss 18 h: also measured in Autophagy mod; calls as there; toxicity, %; measured here: cell loss, nuclei count;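 cell loss after 18 h compound exposure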
An asterisk follows results filed as active; i = inactive; . = no result given. An excerpt; the hit share may differ from the screen's.

Below each SMILES – Autophagy mod cell loss 18 h	Dynein cargo inh nuclear GR-EGFP	Hep lipid drop	Yfh1-depleted yeast	bCat nuc transl cell count 5 µM	Dynein cargo inh cytoplasmic EGFP	WT yeast gro inh	Autophagy mod	Insulin prom up	Dynein cargo inh cell count	MT stabilize HCS	Insulin prom up cell count	MT stabilize HCS cytotoxicity %	Dynein cargo inh	WT yeast gro inh mutant strain	Hep lipid drop cells 6.5 µM	bCat nuc transl	MT stabilize HCS Hoechst-high %	HEK293 NOD2/NF-kB
O=C(Nc1ccc(NC(=O)C2CC2)nc1)c1cnccn1
    -2	0.71	3	i	924	-0.27	-9	i	0.14	-0.99	4.5	1663	3.1	0.71	-21	674	1.0	1.2	-13%
CNCCC(Oc1ccc(C(F)(F)F)cc1)c1ccccc1 (stereo not drawn)
    20	0.16	-7	i	.	0.16	18	i	.	0.72	4.2	.	4.5	-0.85	0	626	.	3.4	-1%
CC1CN=C(c2cccn2Cc2ccc(F)cc2Cl)O1 (stereo not drawn)
    10	-0.76	.	.	1293	-0.31	-4	i	0.37	0.35	2.5	1541	4.7	-1.3	4	.	0.6	1.8	1%
O=C(CSc1cn(Cc2ccccc2)c2ccccc12)N1CCOCC1
    .	-0.28	-26	i	1129	-0.22	1	.	1.1	0.56	3.7	1982	4.9	-0.57	-10	692	-5.4	2.2	-38%
O=C(Cn1cc(Cl)ccc1=O)c1ccc(Cl)cc1
    -12	0.72	2	i	.	-0.24	16	i	0.2	-0.51	2.1	1395	1.8	1.4	13	662	.	1.9	7%
CC1CN(C2=CC(=O)CCC2)CC(C)O1 (stereo not drawn)
    -4	-0.4	-8	i	1005	-0.21	6	i	-0.35	0.44	3.6	1348	8.2	-0.24	0	653	0.1	1.7	-3%
Clc1ccc(/C=N/Nc2ccccn2)cc1
    -3	-0.16	-79	i	1055	-0.19	21	i	0.63	0.77	3.1	1076	1.9	-0.34	-3	771	0.1	2.0	-31%
Cn1cc(CN2CCC(O)CC2)c(-c2ccc(Oc3ccccc3)cc2)n1
    -32	0.7	-2	i	1069	-0.33	8	i	-0.49	0.52	4.0	1335	4.2	1.1	2	708	2.9	1.8	-9%
O=C(NCCO)c1cc2c(s1)CCC2
    10	0.62	.	i	1302	-0.16	2	i	0.73	-0.81	4.2	1386	3.4	1.1	-13	.	-1.1	0.8	13%
Cn1c(=O)c2c(nc(SCc3cccnc3)n2Cc2ccc(F)cc2)n(C)c1=O
    16	0.2	.	i	800	-0.18	-18	i	-1.6	0.099	2.6	807	6.2	-0.28	-38	.	-0.7	1.2	6%
Brc1ccc(-c2csc(Nc3nc(-c4ccc(Br)cc4)cs3)n2)cc1
    .	-0.49	29	i	1202	-0.27	.	.	-0.37	0.7	.	1397	.	-0.95	.	714	-3.6	.	2%
S=c1[nH]c(-c2ccccc2)cn1/N=C/c1ccc(Br)cc1
    8	0.073	-1	i	1075	-0.27	43	i	0.1	-0.2	3.6	1297	1.2	0.11	30	651	-1.6	1.6	-37%
O=C1NC(c2ccccc2)=CC(c2ccccc2)N1 (stereo not drawn)
    7	0.66	-11	i	1093	-0.32	-18	i	-0.64	-0.14	2.6	1299	4.7	0.76	-6	722	-0.5	1.6	-5%
CN1C(=O)CC(N2CCN(c3ccc(Cl)c(Cl)c3)CC2)C1=O (stereo not drawn)
    3	0.63	-22	i	.	-0.27	7	i	0.03	0.29	3.5	1248	3.1	0.5	9	667	.	1.3	6%
Cc1ccc(C(=O)N/C(=C/c2cccc([N+](=O)[O-])c2)C(=O)NC(C)C)cc1
    7	-0.15	-28	i	1134	-0.27	6	i	-0.15	0.59	8.0	1540	10	-0.35	5	641	-0.7	2.7	10%
CCOC(=O)NC(=O)COC(=O)CCCSc1nc2ccccc2s1
    11	0.015	18	i	1201	-0.24	-3	i	0.08	0.36	3.0	1458	7.2	-0.31	0	691	-0.8	2.2	21%
COc1cc(OC)c2ccc(=O)oc2c1C(CC(=O)N1CCOCC1)c1ccc(N(C)C)cc1 (stereo not drawn)
    .	0.66	-9	i	1081	-0.71	.	.	0.03	-0.58	.	520	.	1	.	727	-1.0	.	-14%
CCNC(=S)Nc1cc(OCC)c(NC(=O)c2ccco2)cc1OCC
    3	0.75	-1	i	1011	1.4	1	i	0.59	-0.55	2.9	1363	8.6	0.22	3	660	0.9	2.9	21%
O=C(O)/C=C\c1ccccc1Oc1cccc(Cl)c1
    9	-0.17	5	i	1061	0.054	-29	i	0.46	0.99	3.4	1189	7.5	-0.57	-11	687	1.4	2.1	-16%
CC(C)Cn1c(=O)c(C(=O)Nc2cnccn2)c(O)c2ccccc21
    -10	0.21	1	i	1164	-0.22	-2	i	1.4	0.53	3.0	882	0.6	-0.12	-5	763	-0.5	2.5	16%
COc1cc(C(=O)Nc2ccc(S(=O)(=O)NC(C)(C)C)cc2)cc(OC)c1OC
    5	1.5	8	i	1222	-0.29	1	i	.	-1.2	1.0	.	8.2	1.9	0	777	0.4	1.2	14%
COC(=O)C1C(O)=C(C(C)=N)C(=O)CC1(C)C (stereo not drawn)
    9	0.46	.	i	976	-0.27	-1	i	0.05	-0.034	3.6	1246	8.1	-0.38	-2	.	-5.5	1.4	2%
Cn1nc([N+](=O)[O-])nc1N1CCN(c2ccc(F)cc2)CC1
    1	0.7	5	i	1267	-0.11	3	i	-0.96	0.23	2.4	913	9.5	1.2	-4	761	-3.2	1.1	9%
N#CC1=C(N)c2ccccc2CC12CCCCC2
    -3	0.16	-20	i	1248	-0.23	22	i	-0.84	-0.45	1.1	791	7.5	-0.26	44	737	-4.5	1.3	14%
O=C(c1ccc(-c2ccccc2)cc1)C1CCCN(Cc2ccncc2)C1 (stereo not drawn)
    30	-0.33	3	i	1535	-0.28	40	i	-1.1	1.1	3.0	1513	8.0	-0.89	55	642	-0.3	3.7	11%
CC(C)c1nnc(SCC(=O)NCc2ccco2)n1C
    -7	-0.84	-9	i	.	-0.28	-8	i	-1.1	2	2.8	1302	8.4	-0.47	-11	734	.	2.3	7%
N#Cc1ccsc1NC(=O)COc1ccc(-c2nnco2)cc1
    -10	0.19	.	i	1024	-0.2	-10	i	0.17	0.16	2.6	1248	7.4	-0.94	-2	.	-5.4	2.6	-32%
COc1ccc(-c2nsc3c(N4CCN(C(=O)c5ccco5)CC4)ncnc23)cc1
    -7	0.44	.	i	1329	-0.22	-1	i	-0.24	-1.5	3.3	1274	8.2	0.89	-19	.	0.9	2.5	7%
Cc1cccc(NC(=O)NCC(c2ccco2)N2CCCCC2)c1 (stereo not drawn)
    4	0.31	-4	i	971	-0.24	0	i	-0.16	-0.6	1.5	1613	5.2	0.082	-8	648	-4.5	1.3	-26%
CC(=O)Oc1cc(C(C)C)c(OCCN(C)C)cc1C
    10	-0.063	.	i	.	-0.27	-11	i	.	0.29	2.8	.	3.6	-1.4	13	.	.	1.4	14%

Structures shown so far with an aryl methoxy group:
Below each SMILES – Autophagy mod cell loss 18 h	Dynein cargo inh nuclear GR-EGFP	Hep lipid drop	Yfh1-depleted yeast	bCat nuc transl cell count 5 µM	Dynein cargo inh cytoplasmic EGFP	WT yeast gro inh	Autophagy mod	Insulin prom up	Dynein cargo inh cell count	MT stabilize HCS	Insulin prom up cell count	MT stabilize HCS cytotoxicity %	Dynein cargo inh	WT yeast gro inh mutant strain	Hep lipid drop cells 6.5 µM	bCat nuc transl	MT stabilize HCS Hoechst-high %	HEK293 NOD2/NF-kB
COc1cc(OC)c2ccc(=O)oc2c1C(CC(=O)N1CCOCC1)c1ccc(N(C)C)cc1 (stereo not drawn)
    .	0.66	-9	i	1081	-0.71	.	.	0.03	-0.58	.	520	.	1	.	727	-1.0	.	-14%
COc1cc(C(=O)Nc2ccc(S(=O)(=O)NC(C)(C)C)cc2)cc(OC)c1OC
    5	1.5	8	i	1222	-0.29	1	i	.	-1.2	1.0	.	8.2	1.9	0	777	0.4	1.2	14%
COc1ccc(-c2nsc3c(N4CCN(C(=O)c5ccco5)CC4)ncnc23)cc1
    -7	0.44	.	i	1329	-0.22	-1	i	-0.24	-1.5	3.3	1274	8.2	0.89	-19	.	0.9	2.5	7%
